# Source: PubChem BioAssay
# CFTR F508del cor: CFTR F508del correction in bronchial cells. CFBE cells, YFP halide quenching; stimulated with forskolin plus potentiator P3; % fluorescence drop versus neutral controls. activity (quench increase), % at 7.58 µM. 0.36% of 350,000 active. AID 720511;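 active means mean added fluorescence quench of at least 8% versus neutral control, with both replicates also reaching 8%; inconclusive means only one of the mean or replicate conditions met; inactive means mean below 8% and not both replicates reaching 8%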;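 further: cells transiently co-express mutant CFTR-F508del with the halide-sensitive YFP; corrector assay measuring rescue of mutant channel to the surface after 24 h compound exposure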
# EWS-Fli block: blocks EWS/Fli oncoprotein-driven transcription; 0.67% of 350,000 active; A673 NR0B1-luciferase reporter, viability-normalised; inhibition, % at 12.6 µM;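 active means mean inhibition of at least 50% after viability correction, with every replicate also passing that limit; inconclusive means mean reaches 50% but only one of two replicates passes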;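 further: firefly luciferase signal divided by Alamar Blue viability fluorescence both relative to DMSO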
# FN deposition inh: fibronectin deposition inhibition; 0.086% of 350,000 active; inhibition, % at 12.6 µM; AH1F fibroblasts, Alexa488-fibronectin deposition fluorescence, overnight; AID 743247;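 active means mean inhibition across replicates of 30% or more, regardless of how many single replicates reach that level; inconclusive means mean under 30% yet at least half of replicates reach 30%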;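 further: positive control wells lacked labelled fibronectin entirely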
#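 Measured by – fluorescence 485/525 nm · System – AH1F fibroblast monolayer, labelled fibronectin deposition · Amount – 10000 cells per well · Buffer or medium – serum-reduced DMEM (2% serum) · Doses – single dose, pinned · Also added – fluorescent fibronectin at 24 nM final · Schedule – 1 h cell attachment, overnight exposure to compound and label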
# PAX8 inh HTS: PAX8 transcriptional activity inhibition; RMG-I TPO-luciferase reporter, SteadyGlo, 24 h; inhibition, % at 12.6 µM; 1.2% of 360,000 active; AID 652154;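 active means mean replicate inhibition at least 60% with every replicate also reaching 60%; inconclusive means only one of the two criteria is met; inactive means mean below 60% and not all replicates reaching 60%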;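 further: luciferase light reporting Pax8 driven TPO promoter activity; plate controls were median of neutral control wells for no effect and mitoxantrone controls for full effect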
# GSIS activator: primary screen for activators of insulin secretion dependent on glucose, INS-1E cells, GLuc reporter luminescence; AID 743287; INS-1E GLuc reporter insulin secretion, 2-3 h; activation, % at 16.6 µM; 0.61% of 370,000 active;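 active means lowest replicate activation of at least 40%, so every replicate reaches that level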;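 further: 0% = median of neutral control wells and 100% = median of IBMX positive control wells; some compounds called inactive have numbers as strong as hits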
# miR-122 sensor: miR-122 inhibition in Huh7 cells; Huh7 miR-122 Renilla luciferase sensor, 48 h; neutral wells = 0, positive control = 100; activation (reporter increase), % at 12.5 µM; 0.3% of 340,000 active; AID 602342;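 active means mean replicate activation score at least 90 and every replicate individually at or above 90; inconclusive means only one of the two criteria met; inactive means neither criterion met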;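 further: higher luciferase means less miR-122 activity so hits act as miR-122 inhibitors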
# DENV2 CPE rescue: DENV2-induced cell death inhibition. DENV2-infected cells, cytopathic effect rescue, plate reader. CPE inhibition, % at 9.99 µM. 1.7% of 350,000 active; in the data active means CPE inhibition above about 20%, passing the limit was not always enough; inconclusive means no clear call, values can overlap the other calls; tested in BHK-21 cells;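 further: 0% = median of neutral control wells and 100% = median of positive control wells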
# Starred values were filed as active, the others as inactive; ? = inconclusive; · = no result given; & = joins results of further samples; [ ] = remark or other dose.
# Results follow in this order: CFTR F508del cor | EWS-Fli block | FN deposition inh | PAX8 inh HTS | GSIS activator | miR-122 sensor | DENV2 CPE rescue
Cc1cccnc1NC(=O)C1CCN(S(=O)(=O)c2ccc3c(c2)CCC(=O)N3)CC1
    2.4 | 20 | -3 | 9 | -9 | 0 | 0
Cc1cccc(C(=O)OCC(=O)NCc2cccs2)c1
    -0.7 | 6 | 9 | 0 | 21 | 1 | 15
O=C1/C(=C/c2ccc(S(=O)(=O)O)cc2S(=O)(=O)O)CCc2ccccc21
    0.4 | 1 | -2 | -10 | 2 | · | 20
C[C@H](CO)N1C[C@H](C)[C@H](CN(C)Cc2cccnc2)Oc2cc(C3=CCCCC3)ccc2S1(=O)=O
    4.8 | 11 | · | · | · | · | 5
O=C(CCCCCN1C(=O)[C@@H]2Cc3ccccc3CN2C1=O)NCCc1ccccc1
    4.0 | · | 2 | 7 | -1 | 14 | 6
O=C(C[C@H]1CC[C@@H]2[C@H](COC[C@H](O)CN2C(=O)c2ccc(F)cc2)O1)N1CCCCC1
    -1.9 | -3 | -6 | -11 | 4 | 6[16.7 µM] | -7
CC1CCc2sc3c(c2C1)c(=O)n(CC(=O)O)c(=O)n3Cc1ccc(Cl)cc1 (stereo not drawn)
    -0.3 | 7 | -1 | 22 | 27 | -8 | -4
Cc1nnc(SCCn2c(N3CCCCC3)nc3c2c(=O)n(C)c(=O)n3C)s1
    · | · | -5 | -14 | · | -15 | ·
O=C(NCc1n[nH]c(=S)n1-c1ccc(Cl)c(Cl)c1)c1cccs1
    -0.8 | 2 | 0 | -7 | -5 | 0 | -6
COc1ccc(C2CC(c3cccc(C(F)(F)F)c3)=NN2c2ccc(S(N)(=O)=O)cc2)cc1 (stereo not drawn)
    -3.9 | 24 | · | 0 | 2 | -2 | -17
CCOC(=O)N1CCN(c2c(N3CCC(N4CCCCC4)CC3)c(=O)c2=O)CC1
    -0.5 | 0 | 3 | 7 | 3 | 1 | ?
CC(C)(C)c1cc(=O)n2[nH]c(N)nc2n1
    -0.9 | 0 | 11 | 22 | 10 | -3 | 7
COc1ccccc1-c1cn[nH]c1-c1ccc(OCc2ccccc2)cc1O
    -5.8 | 11 | -5 | -15 | 8 | 10 | 0
COc1ccc(-c2ncccc2OC(=O)C23CC4CC(CC(C4)C2)C3)cc1
    · | · | 6 | -26 | -20 | -14 | ·
Cc1cc(NC(=O)CCC(=O)N(Cc2cccs2)C(C(=O)NC2CCCC2)c2cccnc2)no1 (stereo not drawn)
    · | · | 9 | 11 | · | -6 | ·
C[C@@H]1CN([C@H](C)CO)C(=O)c2cc(NC(=O)Nc3ccc4c(c3)OCO4)ccc2O[C@@H](C)CCCCO[C@H]1CN(C)C(=O)Cc1ccccc1
    1.8 | 17 | · | 25 | 3 | -13[16.7 µM] | -4
CC(C)NC(=O)Nc1ccc2c(c1)C(=O)N([C@@H](C)CO)C[C@@H](C)[C@@H](CN(C)C(=O)Nc1cccc3ccccc13)OCCCC[C@@H](C)O2
    -3.2 | 12 | · | -5 | -5 | 3[16.7 µM] | -5
CCCCCCn1cc(CN2CC(N(C)C)CS2(=O)=O)nn1 (stereo not drawn)
    -0.2 | -6 | 0 | 10 | 4 | · | 5
Cc1noc(C)c1NC(=O)Nc1ccc2c(c1)C(=O)N([C@@H](C)CO)C[C@@H](C)[C@H](CN(C)Cc1ccc(C(=O)O)cc1)OCCCC[C@H](C)O2
    1.9 | -6 | · | -11 | 25 | 7[16.7 µM] | 4
Cc1ccc(C2C(C(=O)c3ccco3)=C(O)C(=O)N2c2nnc(C)s2)cc1 (stereo not drawn)
    · | · | -2 | 0 | · | -13 | ·
C[C@@H]1CCCCO[C@H](CN(C)Cc2ccccc2)[C@@H](C)CN([C@H](C)CO)C(=O)c2cc(NC(=O)Cc3ccccc3)ccc2O1
    0.7 | -12 | -3 | -20 | -8 | 4[16.7 µM] | -14
CCNC(=O)c1ccc(=O)n(Cc2ccc(Cl)cc2Cl)c1
    0.0 | 6 | -4 | 2 | 4 | · | -2
Cc1nc2ccccn2c1C(=O)NC1CCCC1
    -2.3 | -4 | 2 | -9 | 7 | 1 | -5
COc1cccc(CN(C)C[C@H]2OCc3ccccc3-c3c(n(C)c4ccccc34)C(=O)N([C@@H](C)CO)C[C@H]2C)c1
    4.2 | 1 | 0 | 42 | -11 | · | -41
C[C@H](CO)N1C[C@H](C)[C@H](CN(C)Cc2ccc3c(c2)OCO3)Oc2c(NC(=O)C3CCCCC3)cccc2C1=O
    -1.9 | 4 | · | -9 | 4 | 49[16.7 µM] | -1
COC(=O)C[C@@H]1CC[C@@H]2[C@H](COc3ccc(NC(=O)c4ccc(OC)cc4)cc3C(=O)N2C)O1
    1.2 | 40 | -3 | -9 | 0 | -17[16.7 µM] | -3
COC(=O)C1=C(C)N(C)C(=NCc2cc(OC)c(OC)c(OC)c2)NC1c1cccc(C(F)(F)F)c1 (stereo not drawn)
    3.0 | -9 | 5 | 6 | -30 | · | -4
O=C(CN1C(=O)NC(Cc2ccccc2)C1=O)NC(=O)NC1CCCCC1 (stereo not drawn)
    · | · | -1 | -19 | · | -1 | ·
Cc1ccc([C@@H]2CC=C(C(=O)O)[C@H](c3ccc(F)cc3)N2S(=O)(=O)c2ccc(C)cc2)cc1
    -4.5 | -10 | -4 | 9 | 3 | · | -3
COc1ccc(/C=C/c2nc(-c3ccccc3O)n[nH]2)cc1
    · | · | -4 | -130 | -11 | · | ·
CCOC(=O)C(C(=O)OCC)C1OC(=O)c2cc3c(cc21)C(=O)OC3C(C(=O)OCC)C(=O)OCC (stereo not drawn)
    -3.2 | 1 | 3 | 12 | -36 | -11 | 2
CCOc1ccc(-c2noc(CCC(=O)NCC3CCCO3)n2)cc1OC (stereo not drawn)
    1.1 | -9 | -2 | -11 | 20 | -6 | 5
Cc1noc(C)c1NC(=O)N(C)C[C@@H]1OCCCC[C@@H](C)Oc2ccc(NS(C)(=O)=O)cc2C(=O)N([C@H](C)CO)C[C@H]1C
    2.0 | -16 | · | -8 | -4 | 9[16.7 µM] | 7
C[C@H](CO)N1C[C@H](C)[C@@H](CN(C)Cc2ccc(C(=O)O)cc2)Oc2ccc(NC(=O)C3CC3)cc2C1=O
    0.9 | · | · | -25 | 18 | 8[16.7 µM] | -1
O=C(Nn1c(-c2ccc(Br)cc2)nc2ccccc2c1=O)c1ccc([N+](=O)[O-])cc1
    0.7 | 11 | · | 8 | -12 | 19 | 1
CCN(C(=O)CSc1nnc(Nc2ccccc2)s1)C1CCS(=O)(=O)C1 (stereo not drawn)
    -3.7 | -8 | -2 | -16 | -17 | · | -3
CCNC(=O)CN(c1ccc(Br)c(C)c1)S(C)(=O)=O
    -2.6 | 1 | -2 | 11 | -3 | · | 4
COc1ccc(-n2ncc3c(SCC(=O)OC(C)C)ncnc32)cc1
    2.3 | 12 | 8 | -7 | 17 | -11 | -7
COc1ccc(NC(=O)CSc2ncnc3c2nnn3-c2ccc(F)cc2)c(OC)c1
    -2.4 | 8 | · | -7 | 1 | -3 | -6
Cc1ccc(C(C)C)c(OCc2ccc(C(=O)N/N=C/c3ccc(O)cc3O)cc2)c1
    · | 63* | 13 | ? | · | · | -8
CCOc1cc2c3c(c1)C(C)=CC(C)(C)N3C(=O)C2=O
    0.2 | 32 | -7 | 19 | 14 | 4 | -3
Cn1[nH]c(C(F)(F)F)c(C=Nc2ccc(Cl)cc2)c1=O
    0.3 | 12 | -12 | -3 | 3 | -5 | 7
O=C(Nc1ccc2c(c1)OCO2)N[C@H]1CC[C@H](CCNC(=O)C2CC2)O[C@@H]1CO
    -1.5 | -12 | -4 | -16 | 0 | 2[16.7 µM] | -13
O=c1oc(-c2ccccc2)cc(Cl)c1Cl
    -0.6 | 59* | 0 | 4 | 12 | -26 | 6
COc1cccc(-c2ccc([C@H]3[C@H](CO)N4C(=O)CN(C(=O)c5cccnc5)C[C@@H]34)cc2)c1
    1.5 | 5 | 0 | -7 | 18 | · | 0
Cc1ccccc1CN(C)CC(=O)Nc1c(C)cccc1C(C)C
    0.8 | -9 | -10 | -17 | -18 | · | 19
CCOC(=O)c1[nH]c(C)c(CN(C(C)=O)c2ccc(OCC)cc2)c1C
    -3.5 | -1 | 3 | 3 | -3 | · | 1
CC(C)N(C(=O)CSc1nc(Cc2ccccc2)nc2ccccc12)C(C)C
    0.0 | 24 | -4 | 19 | -9 | 6 | -4
COC1=CC(=O)OC(C)(c2ccccc2)C1 (stereo not drawn)
    1.6 | -12 | 1 | 9 | 4 | · | -6
Oc1ccc(/C=N/N2CCCCC2)c(O)c1
    1.2 | -36 | -2 | -63 | 8 | 2 | -1
CCN(C(=O)CSc1nnc2ccccn12)C1CCS(=O)(=O)C1 (stereo not drawn)
    -0.4 | -3 | -1 | 3 | 22 | -11 | ·
CCCN1CC2(C1)CN(C(=O)CN1CCOCC1)[C@H](CO)c1c2c2ccc(OC)cc2n1C
    -1.6 | -4 | -3 | -26 | 26 | · | -7
O=C(c1cccnc1)N1N=C(c2cccs2)CC1c1ccc(F)cc1 (stereo not drawn)
    2.0 | 5 | 6 | 11 | 5 | · | -5
COc1ccc(Cl)cc1NC(=O)CN(C)C(=O)c1ccc(N2CCCCCC2)c([N+](=O)[O-])c1
    2.5 | 14 | 11 | 22 | -14 | -3 | -1
O=C(NCCCCc1ccccc1)c1ccc(Br)cc1
    -0.4 | -24 | 1 | -39 | · | -5 | -1
CC(C)c1ccc(/C=C/C(=O)N2CCOCC2)cc1
    -9.5 | -90 | 2 | -185 | -7 | -1 | -8
Cn1cnc(S(=O)(=O)N2CCCCN3[C@H](C2)[C@@H](c2ccc(C#CC4CC4)cc2)[C@@H]3CO)c1
    -1.5 | 12 | · | -39 | · | 13[16.7 µM] | -5
COc1ccc2nc(SCC(=O)Nc3c(C)cccc3C)[nH]c2c1
    · | · | -3 | 8 | -3 | 9 | ·
Cc1cccc(OCc2nnc(-c3ccc(F)cc3)o2)c1
    7.0 | -19 | · | -30 | -10 | 2 | 19
Cc1ccccc1S(=O)(=O)N1C[C@@H]2N[C@H](C1)C2c1ccc(-c2ccc(C(=O)N(C)C)cc2)cc1 (stereo partly drawn)
    0.0&0.9 | 4&-2 | 3&-4 | 9&5 | 9&-13 | · | 0&10

# Grouped by structure, the compounds so far with a CF3 group.
# Results follow in this order: CFTR F508del cor | EWS-Fli block | FN deposition inh | PAX8 inh HTS | GSIS activator | miR-122 sensor | DENV2 CPE rescue
COc1ccc(C2CC(c3cccc(C(F)(F)F)c3)=NN2c2ccc(S(N)(=O)=O)cc2)cc1 (stereo not drawn)
    -3.9 | 24 | · | 0 | 2 | -2 | -17
COC(=O)C1=C(C)N(C)C(=NCc2cc(OC)c(OC)c(OC)c2)NC1c1cccc(C(F)(F)F)c1 (stereo not drawn)
    3.0 | -9 | 5 | 6 | -30 | · | -4
Cn1[nH]c(C(F)(F)F)c(C=Nc2ccc(Cl)cc2)c1=O
    0.3 | 12 | -12 | -3 | 3 | -5 | 7

# The list continues.
molecule | CFTR F508del cor | EWS-Fli block | FN deposition inh | PAX8 inh HTS | GSIS activator | miR-122 sensor | DENV2 CPE rescue
Cc1cccc(Nc2nc3c(s2)CCCC3)c1 | · | · | -4 | -216 | 45 | 1 | ·
CCOc1ccc(-c2cn(-c3ccccc3OC)c(=S)[nH]2)cc1 | 6.4 | -4 | -5 | -35 | -14 | 6 | -3
COc1ccccc1C(=O)NC(CCSC)C(=O)OC(C)C(N)=O (stereo not drawn) | 1.3 | 2 | 4 | -11 | -2 | 0 | ?
S=C(Nc1ccccc1)Nc1cccc(Cl)c1Cl | -1.8 | 18 | 22 | 8 | -2 | · | -1
Cc1ccc(NC(=O)c2cnc(N3CCN(c4ccccn4)CC3)c3ccccc23)c(Br)c1 | 0.1 | 23 | -6 | 38 | 1 | -8 | ·

# Compounds as they come; about 3.9% have a hit in one of these screens.
